M1 ag parental = nonselective activator or artifact in parental CHO-K1 cells. Fluo-8 calcium fluorescence; scaled to maximal ATP response, vehicle zero. activation, % at 3 µM. 360,000 tested, 0.48% active; in the data active means activation above about 15%;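 further: untransfected CHO-K1 host cells lacking M1 receptor as counterscreen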
CHO parental Ca = counter-screen for OX1R antagonists: effect in parental CHO cells. parental CHO-K1, ATP-induced calcium, Fluo-8 fluorescence. inhibition, % at 5.6 µM. 330,000 tested, 0.63% active;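 active means inhibition above that plate's mean sample inhibition plus 3 SD, cut at about 26% in these data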;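 further: 0% = ATP-challenged DMSO wells and 100% = DMSO wells without ATP; some compounds past the cut are filed as inactive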
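Test system: parental CHO cells; detection: calcium-sensitive Fluo-8 fluorescence; evaluation: percent inhibition of calcium signal; also added: ATP as calcium-mobilizing challenge; repeats: one well per compound; control set: ATP-challenged DMSO wells low, unchallenged DMSO wells high; compound: single nominal dose of 5.6 µM per compound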
CHO-K1 Ca PAM = counter-screen for M1 PAMs: effect in parental CHO-K1 cells. ATP EC20, Fluo-8 calcium fluorescence; 0% at ATP EC20, 100% at ATP max. activation, % at 3 µM. 360,000 tested, 0.02% active. AID 602247;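 active means activation above the run cutoff, the mean activation of all test compounds plus 3 SD, cut at about 40% in these data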;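 further: peak over basal fluorescence ratio in a 140 s read after ATP addition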
CHRM1 PAM = potentiates human M1 receptor response to acetylcholine | P11229 | CHO-K1 hM1, Fluo-8 calcium fluorescence, ACh EC20; 0% = ACh EC20, 100% = maximal ACh | activation, % at 3 µM | 360,000 tested, 0.088% active; in the data active means activation above about 19%, passing the limit was not always enough
Target sequence (P11229 whole entry, looked up): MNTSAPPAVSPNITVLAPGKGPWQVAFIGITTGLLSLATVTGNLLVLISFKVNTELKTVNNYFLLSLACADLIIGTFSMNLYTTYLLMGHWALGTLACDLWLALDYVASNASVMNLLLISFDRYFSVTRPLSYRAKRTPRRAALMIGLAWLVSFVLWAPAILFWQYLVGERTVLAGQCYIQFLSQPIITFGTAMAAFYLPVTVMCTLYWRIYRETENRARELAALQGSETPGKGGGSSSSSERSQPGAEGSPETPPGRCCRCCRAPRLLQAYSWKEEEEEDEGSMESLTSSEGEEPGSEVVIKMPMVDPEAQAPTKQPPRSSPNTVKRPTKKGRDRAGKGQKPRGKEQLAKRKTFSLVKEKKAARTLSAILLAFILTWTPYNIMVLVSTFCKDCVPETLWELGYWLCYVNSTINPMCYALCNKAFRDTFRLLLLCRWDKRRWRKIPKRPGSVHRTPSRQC
TAAR1 antag = antagonists of human TAAR1; Q96RJ0; CHO RD-HGA16 TAAR1, Fluo-8 calcium fluorescence, antagonist; inhibition, % at 3 µM; 360,000 tested, 1.5% active; AID 624466;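 active means inhibition above a per-plate cutoff, the mean inhibition of test compounds on that plate plus 3 SD, cut at about 49% in these data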;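 further: 0% = DMSO plus EC80 beta-PEA response and 100% = DMSO alone without agonist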
Target sequence (Q96RJ0 whole entry, looked up): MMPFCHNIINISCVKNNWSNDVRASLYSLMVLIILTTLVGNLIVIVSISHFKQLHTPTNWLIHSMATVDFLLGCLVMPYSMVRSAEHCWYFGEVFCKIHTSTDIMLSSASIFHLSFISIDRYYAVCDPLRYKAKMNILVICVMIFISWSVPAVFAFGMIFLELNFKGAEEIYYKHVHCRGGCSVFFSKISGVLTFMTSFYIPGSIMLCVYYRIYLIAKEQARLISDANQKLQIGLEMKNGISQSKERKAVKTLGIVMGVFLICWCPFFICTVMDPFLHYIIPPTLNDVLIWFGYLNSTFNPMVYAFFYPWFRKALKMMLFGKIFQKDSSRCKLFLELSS
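test system = CHO RD-HGA16 cells bearing hTAAR1 | replication = singlicate | controls = DMSO-only wells and EC80 β-PEA-stimulated wells | reagent = EC80 β-phenethylamine stimulus | read-out basis = percent inhibition of PEA-evoked calcium signal, max/basal emission ratio | schedule = seeding 17-24 h prior, 75-min 37 °C, 30-min RT dye loading | signal = kinetic Fluo-8 calcium fluorescence measurement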
CHO-K1 Ca antag = M1 antagonist counterscreen hit in parental CHO-K1 cells; 360,000 tested, 0.6% active; ATP-induced calcium, Fluo-8 fluorescence; inhibition, % at 3 µM; AID 602250;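 active means inhibition above a per-plate cutoff, the plate's mean sample inhibition plus 3 SD, cut at about 24% in these data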;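 further: 0% = DMSO plus EC80 ATP and 100% = DMSO alone without ATP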
M1 ag = human M1 muscarinic receptor agonism; activation, % at 3 µM; CHO-K1 hM1, Fluo-8 calcium fluorescence, agonist mode; 0% DMSO, 100% acetylcholine EC100; 360,000 tested, 0.33% active; P11229;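 active means activation above the run's mean compound activation plus 3 SD, cut at about 16% in these data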;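 further: peak over basal fluorescence ratio within a 140 s kinetic read after compound addition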
TAAR1 ag = human TAAR1 agonism; Q96RJ0; CHO RD-HGA16 TAAR1, Fluo-8 calcium fluorescence; vehicle wells 0%, saturating PEA agonist 100%; activation, % at 3 µM; 360,000 tested, 0.99% active; AID 624467;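 active means activation above the mean activation of all test compounds in the run plus 3 SD, cut at about 38% in these data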
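Test system: RD-HGA16 (CHO) cells co-expressing Gα16 and hTAAR1 | Doses: Single dose, 3 µM | Schedule: 17-24 h seeding, 75 min 37 °C dye, 30 min RT | Evaluation: % activation from peak over basal fluorescence ratio, DMSO-to-PEA scaled | Technique: Kinetic Fluo-8 calcium fluorescence | Benchmarks: Low control DMSO, high control PEA (EC100)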
CHRM1 antagonist = human CHRM1 antagonism; P11229; CHO-K1 hM1, Fluo-8 calcium fluorescence, ACh EC80 antagonist; inhibition, % at 3 µM; 360,000 tested, 1.3% active; AID 588852;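 active means percent inhibition above its own plate's cutoff, namely the mean of that plate's compound wells plus 3 SD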;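 further: peak over basal fluorescence ratio during 140 s after agonist addition; 0% = ACh EC80 plus DMSO and 100% = DMSO alone without agonist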
* hit, by the source's call; . = no result given.

The opening four entries as a preview:
SMILES | M1 ag parental | CHO parental Ca | CHO-K1 Ca PAM | CHRM1 PAM | TAAR1 antag | CHO-K1 Ca antag | M1 ag | TAAR1 ag | CHRM1 antagonist
O=C(C1CCCN(Cc2ccccc2Cl)C1)N1CCCCC1 (stereo not given) | 5.5 | -6.7 | 11.1 | -8.4 | 2.2 | -4.7 | -9.0 | 3.5 | 11.5
O=C(COc1ccccc1)NC(NC(=S)Nc1ccccc1O)C(Cl)(Cl)Cl (stereo not given) | 3.2 | -3.4 | 12.8 | 0.7 | 10.9 | 1.8 | -2.5 | 0.8 | 7.7
CC1CN(C(=O)Cn2c(C(F)(F)F)nc3ccccc32)CC(C)O1 (stereo not given) | -0.2 | -7.6 | 9.3 | -1.9 | 10.6 | -1.4 | -3.1 | 2.9 | -1.6
Cc1ccccc1Cc1c(C)nc2nc(SCC(=O)NCc3ccco3)nn2c1C | 0.5 | -33.5 | 6.5 | 5.1 | 6.8 | -5.1 | -5.0 | 16.1 | -1.0

Results, from the start:
SMILES | M1 ag parental | CHO parental Ca | CHO-K1 Ca PAM | CHRM1 PAM | TAAR1 antag | CHO-K1 Ca antag | M1 ag | TAAR1 ag | CHRM1 antagonist
O=C(C1CCCN(Cc2ccccc2Cl)C1)N1CCCCC1 (stereo not given) | 5.5 | -6.7 | 11.1 | -8.4 | 2.2 | -4.7 | -9.0 | 3.5 | 11.5
O=C(COc1ccccc1)NC(NC(=S)Nc1ccccc1O)C(Cl)(Cl)Cl (stereo not given) | 3.2 | -3.4 | 12.8 | 0.7 | 10.9 | 1.8 | -2.5 | 0.8 | 7.7
CC1CN(C(=O)Cn2c(C(F)(F)F)nc3ccccc32)CC(C)O1 (stereo not given) | -0.2 | -7.6 | 9.3 | -1.9 | 10.6 | -1.4 | -3.1 | 2.9 | -1.6
Cc1ccccc1Cc1c(C)nc2nc(SCC(=O)NCc3ccco3)nn2c1C | 0.5 | -33.5 | 6.5 | 5.1 | 6.8 | -5.1 | -5.0 | 16.1 | -1.0
Cc1[nH]c2ccccc2c1/C=N/Nc1nncn1N | -0.1 | -4.5 | 20.1 | 7.1 | -15.7 | -19.0 | -2.9 | 2.6 | -2.2
COc1ccc(CNC(=O)CCCCCNC(=O)N2CCn3c2nc2ccccc23)cc1 | 2.7 | -21.1 | -8.5 | -4.1 | -21.6 | -11.8 | -4.1 | 24.1 | 9.5
CCOc1ccc(OCCCC(=O)N(C)CC(=O)Nc2ccccc2Br)cc1 | 0.8 | -22.3 | 16.5 | 2.7 | -16.3 | -18.0 | -1.9 | 4.2 | -11.0
CCCn1c(SCC(=O)NCCc2ccc(Cl)cc2Cl)n[nH]c1=O | 0.2 | -7.9 | 5.8 | 6.1 | 5.2 | -15.3 | -4.0 | -3.4 | -32.8
COc1ccc(C2C(=O)N(C3CCCCC3)CC(=O)N2C2CCCC2)cc1 (stereo not given) | 0.0 | -25.8 | 5.2 | 0.8 | -11.7 | -4.2 | -5.1 | 5.9 | -0.8
Cc1cc(C)n2nc(C(=O)OCC(=O)Nc3cc(S(=O)(=O)N4CCOCC4)ccc3Cl)nc2n1 | 0.1 | . | 18.4 | 17.3 | 2.2 | -6.0 | -8.2 | -1.4 | -13.3
CC(C)(C)c1ccc(C(=O)NCCCN2CCN(CCCNC(=O)c3ccc(C(C)(C)C)cc3)CC2)cc1 | 6.8 | 5.0 | 16.8 | -12.9 | 8.3 | 4.4 | -10.2 | 29.5 | 15.3
Cc1cccc(OCc2n(CC(=O)OC3CC(C)CCC3C(C)C)c3ccccc3[n+]2C)c1 (stereo not given) | 8.8 | 50.6* | 13.8 | -31.2 | . | 13.5 | -6.9 | . | 38.4*
Clc1ccc(Nc2c3c(nc4ncnn24)CCC3)cc1 | 0.8 | -18.6 | 6.5 | -9.6 | -37.3 | 4.4 | -5.1 | -1.5 | 18.8
Cc1cc(C)n2nc(C(=O)OCC(=O)N(CC(C)C)C3CCS(=O)(=O)C3)nc2n1 (stereo not given) | 0.5 | -6.4 | 13.0 | 6.8 | -10.8 | -9.9 | 0.9 | 6.2 | -15.1
COc1cc(Cl)nn(-c2ccccc2)c1=O | 0.6 | -2.8 | 22.9 | 9.8 | 0.1 | -10.0 | -4.2 | 0.0 | -12.4
COc1ccc(-c2cc(C(=O)NCC3CCCCC3)[nH]n2)c(C)c1 | 0.4 | . | -3.4 | -1.3 | -22.3 | -2.6 | -4.8 | -1.4 | -7.7
Cc1occc1C(=O)NCCCCNC(=O)c1ccoc1C | 0.3 | -6.6 | 5.7 | 1.0 | -8.6 | -4.3 | -2.0 | 10.4 | -2.4
COc1ccc(S(=O)(=O)NC(=O)C2(C)CCN2C(=O)COc2ccc(Cl)cc2)cc1 (stereo not given) | 0.4 | . | -3.1 | -0.7 | -4.4 | -2.4 | -1.6 | 0.8 | -0.9
O=C(Nc1ccccn1)c1ccc(Cl)c(S(=O)(=O)N2CCCC2)c1 | 1.6 | 8.8 | -15.7 | -0.3 | -20.6 | 7.4 | -0.2 | 2.3 | 2.5
Cc1ccc2nc(-c3ccccc3)cc(C(=O)N3CCc4ccccc4C3)c2c1 | 1.9 | -7.1 | 10.3 | -8.4 | 17.2 | -29.3 | -6.6 | 71.9* | 8.2
O[C@H]1C[C@H](c2ccc(Cl)cc2)N(Cc2cccs2)C[C@@H]1n1cc(-c2ccc(F)cc2)nn1 | 0.2 | . | 11.9 | 8.7 | -32.9 | -6.3 | -1.9 | 7.6 | -13.7
Cc1ccc(S(=O)(=O)NC2=NCN(CCN3CCOCC3)CN2)cc1 | 0.4 | -6.8 | 10.4 | 6.7 | 9.2 | -6.1 | -3.0 | 1.9 | -8.6
COc1nc(Nc2nc3ccccc3c(=O)[nH]2)nc2ccc(C)cc12 | 0.4 | -13.2 | 20.1 | 19.1 | -24.7 | -14.2 | 3.2 | 1.0 | -8.3
CC(=O)c1ccc(N2CCN(C(=O)c3c(-c4ccccc4Cl)noc3C)CC2)cc1 | 1.9 | -15.7 | -5.6 | -2.1 | 3.6 | -3.1 | -0.3 | 1.0 | 0.6
CSc1nsc(SCC(=O)Nc2ccc(C(=O)O)cc2)n1 | -0.1 | -0.8 | 8.1 | 11.4 | -7.0 | -19.1 | -1.2 | 4.0 | -13.9
O=C(OCCOc1cccc(Cl)c1)c1ccc(F)c(S(=O)(=O)N2CCOCC2)c1 | 2.9 | -12.1 | 9.6 | 4.7 | 9.8 | -14.9 | -1.3 | 0.5 | 1.4
CN(C)C(CNC(=O)CCCc1c[nH]c2ccccc12)c1ccco1 (stereo not given) | 0.1 | -11.3 | 9.1 | -2.8 | -5.6 | -5.6 | -4.9 | 1.4 | -6.4
COc1cc(NC(=O)C2CC(c3ccccc3Cl)=NO2)cc(OC)c1OC (stereo not given) | 11.4 | -17.1 | 8.5 | -6.2 | 14.5 | -6.6 | 2.6 | 7.5 | -4.5
C[C@H](CO)N1C[C@H](C)[C@@H](CN(C)S(=O)(=O)c2ccccc2)Oc2ccc(NS(=O)(=O)c3cn(C)cn3)cc2C1=O | 0.0 | 3.3 | -2.5 | 2.5 | 13.3 | -7.8 | -6.4 | 0.1 | -9.6
CC(C)(C)C1CCC(=NNC(=O)c2ccc(Br)o2)CC1 (stereo not given) | 2.1 | -3.4 | 15.0 | -1.4 | -5.4 | -3.3 | -6.0 | 0.1 | -5.3
CCS/C(N)=N/N=C/c1cc(C)ccc1O | 0.4 | -5.3 | 5.6 | 2.1 | 2.8 | -3.0 | -2.6 | -0.5 | -0.1
CC(C(=O)Nc1nnc(C2CC2)s1)N1C(=O)C2CC=CCC2C1=O (stereo not given) | -0.1 | -8.4 | -10.8 | 3.6 | -24.8 | -5.2 | -5.7 | 1.0 | 0.3
C[C@H](CO)N1C[C@H](C)[C@@H](CN(C)S(C)(=O)=O)Oc2ccc(NC(=O)CCC(F)(F)F)cc2C1=O | 0.8 | -3.4 | -8.9 | 10.8 | -17.4 | 3.5 | -0.4 | 12.4 | -17.7
COCCN(C(=O)CNC(=O)c1ccco1)C(C(=O)NC1CCCCC1)c1cccnc1 (stereo not given) | -0.4 | 0.8 | 14.6 | 2.7 | -6.5 | 6.3 | -3.0 | -4.3 | -0.1
Cc1noc(C)c1C(=O)Nc1nnc(CC(C)C)s1 | 0.4 | 8.1 | 16.6 | 0.9 | 6.3 | -7.7 | -0.8 | -0.4 | -1.1
CCCn1cc(S(=O)(=O)CC(=O)Nc2ccc(OCC)cc2)c2ccccc21 | 0.2 | -13.8 | 11.0 | 5.7 | 21.9 | -1.1 | -4.3 | 4.5 | -8.2
CN(C)c1ccc(/C=N/n2cnn(Cc3ccccc3Cl)c2=S)cc1 | -0.6 | -7.7 | 21.7 | 21.2 | 6.5 | 1.1 | -3.2 | 8.3 | -9.8
CC(=O)Nc1cccc(Oc2ncnc3scc(-c4ccc(C)cc4)c23)c1 | 1.8 | -16.4 | 14.3 | 5.6 | -14.1 | -3.0 | -4.7 | 19.2 | -3.7
CCOC(=O)c1ccc(S(=O)(=O)NCC(C)(C)N2CCOCC2)cc1 | -0.2 | 8.9 | -13.3 | 3.6 | 6.0 | 1.3 | -15.9 | -1.5 | -5.3
O=C(c1ccco1)N1CCc2ccccc21 | -1.2 | -9.3 | 1.5 | 6.0 | -1.7 | 1.9 | -5.7 | 5.7 | -2.9
CCS(=O)(=O)N1Cc2ccccc2CC1C(=O)NCCc1c[nH]c2ccccc12 (stereo not given) | 1.7 | -15.3 | 9.9 | 2.5 | -1.4 | -7.2 | -1.4 | -0.3 | 0.9
O=C1CC2(CCN(C(=O)c3c(F)cccc3F)CC2)Oc2ccccc21 | 1.2 | -9.2 | -16.6 | 0.4 | 14.6 | -2.8 | -1.4 | 2.1 | 4.9
COc1ccc(C(=O)N/N=c2\oc3ccccc3cc2C(=O)NCc2ccccc2)cc1 | 0.8 | -0.7 | 17.1 | -0.6 | 10.4 | -7.3 | -6.7 | 5.1 | 3.3
CC(C)c1ccc(NC(=O)COC(=O)[C@H](CCC(N)=O)NC(=O)c2ccc(F)cc2)cc1 | 1.8 | -5.6 | 20.8 | 9.8 | 7.8 | -8.7 | -3.4 | 11.9 | -6.7
C/C(=C\C(=O)c1ccc(C)o1)Nc1ccc2c(c1)OCO2 | 0.4 | -0.6 | 18.6 | 2.3 | 13.6 | -3.9 | -4.1 | 3.7 | -4.1
COc1ccc(-c2cc(=O)oc3cc(OC(C)C(=O)NC4CC4)ccc23)cc1 (stereo not given) | 0.1 | -2.5 | 1.4 | -8.7 | -15.9 | 3.8 | -4.3 | 0.4 | 7.0
CC(C)NCc1nnc(-c2ccc(Cl)cc2)o1 | 0.6 | 0.2 | -0.7 | 0.0 | 8.2 | -0.5 | -11.7 | 4.6 | -0.6

Bioassay records deposited in PubChem BioAssay by The Scripps Research Institute Molecular Screening Center.
